Screening results from PubChem.
EP2 modulator: modulators of human EP2 prostaglandin E2 receptor | P43116 | EP2-expressing cells, cAMP HTRF FRET, PGE2 co-stimulation | induction, % at 25 µM | 260,000 tested, 0.83% active;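 active means compounds whose cAMP rise, as percent of the full-agonist control response, exceeds 60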;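 further: rat C6 glioma line stably carrying human EP2 under a CMV promoter; the protocol text gives 20 µM as final concentration; 100% = response of wells given 1 µM PGE2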
Target sequence (P43116 whole entry, looked up): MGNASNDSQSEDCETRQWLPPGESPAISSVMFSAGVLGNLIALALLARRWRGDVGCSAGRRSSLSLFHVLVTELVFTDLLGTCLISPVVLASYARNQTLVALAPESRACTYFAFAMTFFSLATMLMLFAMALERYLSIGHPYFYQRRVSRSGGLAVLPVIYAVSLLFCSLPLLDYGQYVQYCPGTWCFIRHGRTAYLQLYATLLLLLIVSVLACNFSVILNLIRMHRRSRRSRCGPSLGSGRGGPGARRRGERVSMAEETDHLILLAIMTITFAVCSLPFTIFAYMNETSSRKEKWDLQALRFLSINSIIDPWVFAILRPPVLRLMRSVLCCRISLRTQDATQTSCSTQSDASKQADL
TRPML3 ag: human mucolipin-3 channel agonism; 220,000 tested, 0.29% active; HEK293 TRPML3-YFP, Fluo-8 calcium fluorescence; 100% = the carbachol control signal; AID 1448; activation, % at 3 µM; Q8TDD5;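 active means activation above its plate's cutoff, the mean activation of the plate's test wells plus 3 SD, cut at about 12% in these data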;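 further: 0% = DMSO only wells and 100% = carbachol wells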
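Test system: TRPML3-YFP stable HEK293 cells. Doses: single point at 3 µM. Incubation: dye loading 1 h 37 °C then 30 min ambient, 125 s read. Signal: Fluo-8 calcium dye fluorescence, ex 470-495, em 515-575 nm. Measure: percent activation from peak-to-basal fluorescence ratio, scaled between DMSO and carbachol.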
14-3-3 Bad inh: disrupts binding of bovine 14-3-3 zeta to phospho-Bad peptide; 220,000 tested, 0.71% active; TR-FRET 14-3-3zeta/Dy647-pBad peptide displacement, 1 h; P63103; inhibition, % at 21.7 µM;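 active means inhibition above about 70%, limit read from the data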;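 further: 0% = full 14-3-3 plus peptide FRET controls and 100% = background without 14-3-3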
Target sequence (P63103 whole entry, looked up): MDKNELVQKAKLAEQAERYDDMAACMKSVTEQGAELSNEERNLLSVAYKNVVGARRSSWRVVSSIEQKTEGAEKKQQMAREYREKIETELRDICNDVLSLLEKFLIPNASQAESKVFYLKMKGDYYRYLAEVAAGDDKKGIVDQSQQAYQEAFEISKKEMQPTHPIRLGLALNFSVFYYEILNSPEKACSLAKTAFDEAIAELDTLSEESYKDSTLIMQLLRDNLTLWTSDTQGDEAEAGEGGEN
NPY-Y1 antag: NPY-Y1 (human) receptor antagonism | HEK293-CNG Y1 cells, membrane potential fluorescence; NPY at EC95, then isoproterenol | inhibition, % at 3.6 µM | 200,000 tested, 1% active;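 active means inhibition above the campaign mean inhibition of all tested compounds plus 3 SD, cut at about 20% in these data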;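 further: 0% = DMSO wells given NPY plus isoproterenol and 100% = isoproterenol alone without NPY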
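Test system – HEK293 Y1/CNG channel cell line · Also added – NPY agonist 25 nM, then isoproterenol 1 µM plus Ro 20-1724 25 µM · Compound dosing – one concentration, 3.6 µM, in 0.4% DMSO · Schedule – compound incubation 1 h at room temperature, readout 45 min post-stimulation · Technique – fluorescence, membrane potential probe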
zfTRPN1 agonist: activates the zebrafish TRPN1 channel; HEK293 zebrafish TRPN1-YFP, Fluo-8 calcium fluorescence; 100% = response to 87 µM carbachol; activation, % at 3 µM; 220,000 tested, 0.18% active; AID 1424;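 active means activation above its plate's cutoff, the mean activation of test wells on that plate plus 3 SD, cut at about 19% in these data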;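 further: 0% = DMSO alone and 100% = 87 µM carbachol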
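Material: zebrafish TRPN1-YFP in HEK293 cells. Doses: one dose of 3 µM, 0.3% DMSO. Incubation: dye 1 h 37 °C plus 30 min RT. Measured by: intracellular calcium fluorescence with Fluo-8.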
CHOP inh: blocks CHOP induction under ER stress; CHO-K1 CHOP-promoter luciferase, tunicamycin-induced, 15-18 h; inhibition, % at 10 µM; 220,000 tested, 3.8% active; AID 2732;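 active means compounds that reduced the stress-induced luciferase reporter signal by more than about 70% of percent inhibition, limit read from the data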;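 further: 0% = tunicamycin plus vehicle and 100% = wells without tunicamycin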
PPC-1+TRAIL kill: compounds killing PPC-1 cancer cells with TRAIL present (potentiator screen, no TRAIL-free arm); PPC-1 cells + TRAIL, ATPLite viability luminescence; cell killing (% activity), % at 4 µM; 220,000 tested, 0.41% active; AID 1443;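 active means cell killing above 50% in the first pass at 4 µM, then a duplicate retest at 5 µM averaging 50% or more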;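 further: plate controls were cells with TRAIL plus DMSO for no effect and medium-only wells lacking cells for full effect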
EP2 antag: inhibitors of human EP2 prostaglandin E2 receptor; P43116; C6 glioma cells expressing human EP2, cAMP TR-FRET; cells stimulated with saturating PGE2; inhibition, % at 25 µM; 260,000 tested, 0.52% active; AID 1422;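 active means percent inhibition above 40 after rounding to a whole number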;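 further: rat C6 glioma host cells with rolipram phosphodiesterase inhibitor present; the protocol text gives 20 µM as final concentration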
NPY1 pot ag: human NPY-Y1 potentiation or agonism, primary screen; 220,000 tested, 0.37% active; activation, % at 3.6 µM; NPY-Y1 expressing cells, potentiator/agonist activation; P25929; in the data active means activation above about 33%, passing the limit was not always enough;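 further: cells stimulated with NPY at EC10 then isoproterenol at EC100; 0% = low agonist plus stimulus and 100% = saturating agonist plus stimulus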
* hit, by the source's call; / = no result given; & = joins results of further samples; [ ] = another dose, or the depositor's remark. Not all compounds are listed, so the mix of outcomes need not match the whole.

Below each compound: EP2 modulator	TRPML3 ag	14-3-3 Bad inh	NPY-Y1 antag	zfTRPN1 agonist	CHOP inh	PPC-1+TRAIL kill	EP2 antag	NPY1 pot ag
COc1ccc(NC(=O)c2ccccc2SC)cc1OC
  4	0.3	3	1	1.3	26	-16	17	0
O=C(NC1CCCCCC1)C1C2C=CC3(CN(Cc4cccnc4)C(=O)C13)O2 (configuration not stated)
  -3	1.2	1	9	0.6	23	6	19	5
COc1cc(N=Nc2ccccc2C(=O)O)ccc1O
  -3	0.7	2	/	-0.7	-12	-8	8	-5
COc1ccc(C(CC(=O)N2CCCC2)c2c(OC)cc(OC)c3ccc(=O)oc23)cc1 (configuration not stated)
  -2	/	-5	/	/	16	7	22	/
Cc1[nH]n(-c2ccc(Cl)cc2)c(=O)c1C(=O)c1ccccc1
  18	1.5	-2	-1	-0.2	9	7	18	6
COc1cccc(C(=O)C2CCCN(C(=O)CCc3scnc3C)C2)c1 (configuration not stated)
  3	1.1	-6	-7	3.6	23	3	5	14
CCOC(=O)C1CCN(C(=O)c2sc3nc(-c4ccccc4)cn3c2C)CC1
  -18	0.4	-1	3	1.2	6	-4	/	-5
COc1cccc(/C=N/n2c(C)nc3ccccc3c2=O)c1O
  -5	0.3	-9	-1	1.7	57	12	-1	13
Cc1cc(=O)oc2cc(OCC3CC(c4ccccc4Cl)=NO3)ccc12 (configuration not stated)
  -28	0.5	-2	18	1.5	/	-4	9	-38
Clc1ccc2nc(C3CCN(Cc4nnnn4C4CCCCC4)CC3)[nH]c2c1
  -25	-0.9	-8	-4	0.0	3	9	9	-26
C#Cc1ccc([C@@H]2C=C(C(=O)N3CCOCC3)O[C@H](OCCCCO)C2)cc1
  6	0.3	4	-4	0.4	22	14	12	-5
CCOC(=O)c1oc2c(C)c(O)ccc2c(=O)c1-c1nncn1-c1ccccc1
  1	0.7	-13	1	0.7	-7	4	4	-16
COc1ccc(CCNC(=O)CSc2nnc(CNC(=O)c3ccco3)o2)cc1OC
  0	0.8	6	9	0.1	5	4	17	7
N#CC1=C(SCc2ccccc2)NC(=O)CC1c1ccccc1 (configuration not stated)
  1	-0.8	0	-1	-0.8	27	10	11	7
O=C(N/N=C/c1ccc([N+](=O)[O-])s1)C(O)c1ccccc1 (configuration not stated)
  -5	0.4	-4	1	-1.1	49	17	5	6
CCC/C(=N\NC(=O)c1ccccc1C)c1ccccc1
  14	0.8	-2	2	-1.6	13	3	6	-8
CCOc1ccccc1OCCC(=O)Nc1ccc(F)c(Cl)c1
  6	-1.2	-8[fluorescence artefact?]	6	-0.4	59	6	11	-23
Cn1cc(C(=O)N/N=C/C2=C(N3CCOCC3)C(=C\c3ccccc3)/CC2)ccc1=O
  4	0.0	-24	-2	0.2	-2	22	4	6
CCn1c(COc2cccc(C)c2C)nnc1SCC(=O)Nc1cc(C)on1
  -9&6	0.8	-11	1	0.7	-15	-9	12&3	5
CCN(CC)c1ccc(S(=O)(=O)N(CC)CC)cc1NC(=O)C1CCCC1
  18	6.5	-17	9	-2.0	24	-5	4	-16
O=C(Nc1ccc(Cl)c(Cl)c1)OCc1cncs1
  -30	1.1	-2	-12	1.7	-38	12	5	11
CCN(CC)c1ccc(/C=N/Nc2nn[nH]n2)cc1
  -5	0.5	0	/	1.1	14	18	9	-19
CC(Nc1nc(N2CCCCC2)nc2ccccc12)c1ccccc1 (configuration not stated)
  -17	0.5	13	46*	-0.5	27	0	9	-26
COCCCNC(=O)c1nc2c(nnn2Cc2cc(C)ccc2C)c(=O)[nH]1
  8	-0.7	25[fluorescence artefact?]	4	1.4	14	0	15	-8
COC(=O)c1ccccc1NC(=O)CN1CCN(C23CC4CC(CC(C4)C2)C3)CC1
  8	-0.4	-7[fluorescence artefact?]	96*	1.2	27	19	21	-127
CCOC(=O)N1CCC2(CC1)NCCc1c2[nH]c2ccccc12
  -27	0.8	-2	/	0.9	4	15	3	3
O=C(CNCCC1=CCCCC1)Nc1ccc(N2CCCCCC2)cc1
  1	1.2	11	-3	5.5	5	11	8	38
COc1cc(OC)c(NC(C)C(=O)N2CCCC2)cc1Cl (configuration not stated)
  -17	0.4	-7	0	0.3	-4	-7	8	-4
CCCCOc1ccccc1C1NC(=O)NC(C)=C1C(=O)OCc1ccco1 (configuration not stated)
  29	-1.8	-2	1	-2.5	39	24	17	-6
CN1C(=O)C(O)(CC(=O)c2ccc3c(c2)OCO3)c2ccccc21 (configuration not stated)
  9	0.0	-6[fluorescence artefact?]	8	0.9	-7	36	19	2

Structures shown so far that contain a furan ring, fused or not (2):
Below each compound: EP2 modulator	TRPML3 ag	14-3-3 Bad inh	NPY-Y1 antag	zfTRPN1 agonist	CHOP inh	PPC-1+TRAIL kill	EP2 antag	NPY1 pot ag
COc1ccc(CCNC(=O)CSc2nnc(CNC(=O)c3ccco3)o2)cc1OC
  0	0.8	6	9	0.1	5	4	17	7
CCCCOc1ccccc1C1NC(=O)NC(C)=C1C(=O)OCc1ccco1 (configuration not stated)
  29	-1.8	-2	1	-2.5	39	24	17	-6

Continuation:
Below each compound: EP2 modulator	TRPML3 ag	14-3-3 Bad inh	NPY-Y1 antag	zfTRPN1 agonist	CHOP inh	PPC-1+TRAIL kill	EP2 antag	NPY1 pot ag
Cc1cc(C)cc(NC(=O)Nc2ccc3ccccc3n2)c1
  23	0.4	0	/	0.9	4	-2	19	-25
CCOC(=O)c1ccc(NC(=O)CC2NCCNC2=O)cc1 (configuration not stated)
  -1	0.4	4[fluorescence artefact?]	4	-0.2	11	9	24	-11
O=C(Nc1ccccc1)N1CCC(C(=O)N2CCN(c3ccccc3F)CC2)CC1
  22	0.5	4	-2	0.3	3	19	4	-19
CC/C(=N\NC(=O)c1ccoc1C)c1ccc(C)o1
  3	0.3	-11	-3	-0.3	8	25	4	-11
CC(C)c1nc(N2CCOCC2)c(C#N)c2c1CCCC2
  28	0.5	2	-1	-0.4	46	-3	6	1
CCc1cc(C(c2ccccc2OC)N2CCOCC2)c(NC(=O)c2ccccc2)s1 (configuration not stated)
  43	-1.1	-2[fluorescence artefact?]	-1	-1.2	-112	1	17	14
CSc1ccccc1C(=O)NCc1ccc(F)cc1
  0	0.5	-9	1	-0.2	16	12	7	14
NC(=O)C1(N2CCCCC2)CCN(C(=O)NC23CC4CC(CC(C4)C2)C3)CC1
  -4	1.1	0	-1	2.1	15	22	1	12
O=C(CSCc1ccc(Cl)cc1Cl)Nc1ccccc1C(=O)Nc1ccc(C(=O)O)cc1
  18	1.1	-8	-4	0.2	-1	-21	7	-9
NS(=O)(=O)c1ccc(NC(=O)CN2CCCN(S(=O)(=O)c3ccc(F)cc3)CC2)cc1
  -25	1.4	10	-3	1.7	-6	14	11	14
Nc1nnn(CC(=O)N/N=C/c2cccc3ccccc23)n1
  5	0.2	8	-6	0.1	10	4	2	-18
N#Cc1c(-c2cccc(Br)c2)cc(-c2ccco2)[nH]c1=O
  2	0.1	3	-4	-0.4	10	0	10	7
CC(C)c1onc(C(=O)NCc2ccc(Cl)cc2)c1[N+](=O)[O-]
  -10	-0.3	4[fluorescence artefact?]	2	-0.7	14	10	4	3
CSCCC(NC(=O)c1ccccc1)C(=O)NC1CC1 (configuration not stated)
  21	0.7	-6	1	1.6	-8	-2	3	-3
COc1ccc(OC)c(NC(=S)N2CCc3ccccc3C2)c1
  -30	-0.3	-14	2	-1.8	-5	26	2	14
COC(=O)c1ccccc1NC(=O)C1CCCO1 (configuration not stated)
  29	0.8	1	4	0.6	25	0	12	3
CC(=O)c1c(C)nc(-c2cccc([N+](=O)[O-])c2)n1O
  21	1.3	-7	3	0.6	6	-7	7	4
O=C(COC(=O)c1cccnc1Cl)c1ccc(OC(F)F)cc1
  -19	0.6	-19	0	-0.9	13	10	7	-1
COc1cccc(C(=O)NCC(=O)N2CCC(C)CC2)c1
  2	0.7	-5	2	1.4	16	14	12	-6
Cc1ccc(C(=O)N/N=C\c2ccccn2)cn1
  -9	-0.4	-10	/	0.3	-16	0	0	1
CS(=O)(=O)N1CCc2cc(C(=O)NC3CC3)ccc21
  30	0.7	-6	-6	0.9	25	2	1	0
COC(=O)c1cc2occc2n1Cc1nc(-c2ccccc2Cl)oc1C
  49	-0.2	-2	4	0.1	34	-18	11	4
Cc1c(Nc2nc3ccccc3nc2NS(=O)(=O)c2ccccc2)c(=O)n(-c2ccccc2)n1C
  -15	0.6	46	2	0.6	1	22	9	-6
CCOc1cc(/C=C2/C(=N)N3C=CSC3=NC2=O)ccc1OCCCOc1ccccc1C
  -8	-0.7	8	0	-2.8	85*	13	11	-23
N#CCSc1nc2c(c(=O)n1Cc1ccccc1)C1(CCCC1)Cc1ccccc1-2
  47	0.3	-2	2	-0.5	1	7	13	-4
C/C(=N\O)c1ccc2c3c([nH]c2c1)CCCC3
  /	0.2	/	-5	0.0	/	12	21	-3
COc1ccc(-c2cc(C(=O)OC3CCOC3=O)c3ccccc3n2)cc1 (configuration not stated)
  -7	0.7	6[fluorescence artefact?]	0	0.5	-5	15	5	1
